Assay outcomes from PubChem BioAssay.
EPAC2 ag: activates human EPAC2 exchange factor | Q8WZA2 | EPAC2 activation, biochemical qHTS; response scale: 100% = 6.5 mM cAMP response | Potency, µM (titrated, usually from 154 µM), for the others: at the top dose activation, usual class: activators | 360,000 tested, 0.079% active | AID 720711; further: potency means the concentration at half of the fitted maximal effect; nearly all actives have a fitted effect of over 50% in size
Target sequence (Q8WZA2 whole entry, looked up): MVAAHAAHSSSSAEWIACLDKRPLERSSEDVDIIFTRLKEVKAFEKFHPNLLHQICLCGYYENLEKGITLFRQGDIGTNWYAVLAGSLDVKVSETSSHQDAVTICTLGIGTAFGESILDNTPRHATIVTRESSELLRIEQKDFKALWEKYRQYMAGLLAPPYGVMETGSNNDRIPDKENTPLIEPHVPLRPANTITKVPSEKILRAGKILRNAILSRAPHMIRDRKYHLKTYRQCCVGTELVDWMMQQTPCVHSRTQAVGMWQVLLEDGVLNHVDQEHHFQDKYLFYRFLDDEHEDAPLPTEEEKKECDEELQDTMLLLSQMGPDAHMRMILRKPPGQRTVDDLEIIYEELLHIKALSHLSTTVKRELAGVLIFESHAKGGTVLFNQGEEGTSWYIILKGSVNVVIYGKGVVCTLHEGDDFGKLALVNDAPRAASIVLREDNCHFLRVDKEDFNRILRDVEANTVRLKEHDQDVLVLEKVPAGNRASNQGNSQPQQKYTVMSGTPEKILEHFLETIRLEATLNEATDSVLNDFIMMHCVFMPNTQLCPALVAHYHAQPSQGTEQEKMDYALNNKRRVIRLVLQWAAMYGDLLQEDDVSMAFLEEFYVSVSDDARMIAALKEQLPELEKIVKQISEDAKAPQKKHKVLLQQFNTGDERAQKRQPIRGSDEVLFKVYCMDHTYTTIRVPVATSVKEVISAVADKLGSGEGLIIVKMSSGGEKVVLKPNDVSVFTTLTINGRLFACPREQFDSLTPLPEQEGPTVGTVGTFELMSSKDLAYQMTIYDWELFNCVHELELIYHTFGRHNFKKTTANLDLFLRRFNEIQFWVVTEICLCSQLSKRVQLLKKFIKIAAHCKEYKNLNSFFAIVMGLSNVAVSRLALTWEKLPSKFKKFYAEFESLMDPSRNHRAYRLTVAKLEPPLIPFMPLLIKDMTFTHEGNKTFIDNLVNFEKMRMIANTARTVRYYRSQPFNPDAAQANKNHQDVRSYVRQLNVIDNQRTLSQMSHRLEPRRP
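EPAC2 (100 nM) mixed with Rap1B loaded with BODIPY-GDP (250 nM) plus 50 uM unlabeled GDP; compounds pinned in, 5 min RT, then read every 5 min for 30 min (ex 480, em 540 nm). Normalized to cAMP control.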
TGFb SMAD3 inh: TGF-b pathway inhibition; HepG2 CAGA-GFP TGF-b/SMAD3 reporter, GFP fluorescence, 18 h; TGF-beta stimulated, 500 pg/mL final; Potency, µM (titrated, usually from 46.1 µM), without a hit: at the top dose activity, negative = inhibition, actives largely listed as inhibitors; 410,000 tested, 1.2% active; AID 588855; further: potency means the concentration at half of the fitted maximal effect; on the % scale 0 is the no-effect control and ±100 the full control effect; nearly all actives have a fitted effect of over 65% in size
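Read-out: total well GFP (ex488/em500-530) summed from mean per-cell fluorescence. Cells: HEPG2 CAGA-GFP, 1% FBS DMEM, 18 h at 37 degrees C with 500 pg/mL final TGF-beta. Unstimulated wells served as the full-inhibition control; stimulated DMSO wells = 0%.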
Nrf2 activator: Nrf2 pathway activation. Potency, µM (titrated, usually from 46.1 µM), for inactives: at the highest dose activation, most hits filed as activators. AID 624171. AREc32 ARE-luciferase reporter (MCF7-derived line), luminescence, 24 h. 410,000 tested, 0.31% active; further: potency means the concentration at half of the fitted maximal effect; % of control where 0% means no effect; nearly all actives have a fitted effect of over 65% in size
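ARE-driven firefly luciferase activity in AREc32 cells measured after a 24 hr compound exposure at 37 deg C, using Steady-Glo reagent and a 30 min room-temperature hold.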
HepG2 tox: kills HepG2 cells in TGF-b inhibitor counter-screen | 410,000 tested, 0.76% active | Potency, µM (titrated, usually from 46.1 µM), for inactives: at the highest dose activity change, negative = cytotoxicity, usual class: cytotoxic | HepG2 CAGA-GFP viability, ATP luminescence, 18 h; further: potency means the concentration at half of the fitted maximal effect; some results filed as inactive show a strong effect at the top dose
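CellTiter-Glo luminescence gave cytotoxicity after 18 hours at 37 degrees C. The cells were HepG2 CAGA-GFP in 1% FBS DMEM, stimulated with 500 pg/mL TGF-beta after compound addition. %Activity was normalised to no-cell wells (complete cell-killing) and DMSO (no toxicity), and curves were fitted and classified.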
S2 tox: cell viability loss in ATXN counter-screen; S2 cells (HEK-293 line with an ATXN2-luciferase reporter) viability, CellTiter-Fluor protease fluorescence, 24 h; Potency, µM (top dose mostly 56.7 µM), most hits filed as cytotoxic; 400,000 tested, 0.49% active; further: potency means the concentration at half of the fitted maximal effect; nearly all actives have a fitted effect of over 40% in size
Nrf2 block: inhibitors of Nrf2 signaling | A549 ARE-Fluc reporter, luciferase luminescence, 18-24 h | Potency, µM (titrated, usually from 46 µM), for inactives: at the highest dose activity change, negative = inhibition, usual class: inhibitors | 360,000 tested, 2.1% active | AID 504444; further: potency means the concentration at half of the fitted maximal effect; on the % scale 0 is the no-effect control and ±100 the full control effect; nearly all actives have a fitted effect of over 60% in size
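A549 ARE_Fluc cells (5000/well, 5% FBS OPTI-MEM) pre-incubated 2 h, then treated with compounds 18-24 h at 37C/5% CO2 in concentration-response. CellTiter-Fluor viability read first; BugLite luciferase luminescence after 15 min at room temperature gives Nrf2 activity.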
A549 viability: kills or reduces viability of A549 cells in Nrf2 counter-screen; Potency, µM (top dose mostly 46 µM), inactives show at the highest dose activity change, negative = cytotoxicity, hits mostly inhibitors; A549 ARE-Fluc cells, CellTiter-Fluor viability, 18-24 h; 390,000 tested, 0.16% active; further: potency means the concentration at half of the fitted maximal effect; on the % scale 0 is the no-effect control and ±100 the full control effect
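A549 ARE_Fluc cells in 5% FBS OPTI-MEM were exposed to compounds in concentration-response for 18-24 h at 37 deg C. Viability was read by CellTiter-Fluor fluorescence (Ex 405/Em 525) after 30 min, before the luciferase read.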
ATXN2 expr inh: ATXN2 expression inhibition. HEK-293 ATXN2-luciferase reporter, luminescence, 24 h. 360,000 tested, 0.72% active. Potency, µM (titrated, usually from 57 µM), inactives show top-dose activity change, negative = inhibition, hits mostly inhibitors; further: potency means the concentration at half of the fitted maximal effect; on the % scale 0 is the no-effect control and ±100 the full control effect; nearly all actives have a fitted effect of over 55% in size
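ATXN2-luciferase reporter cells (luciferase flanked by upstream and downstream ATXN2 gene portions) were treated 24 h at 37 °C with compounds at up to 57 uM. SteadyGlo luminescence gave expression; GF-AFC fluorescence gave viability.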
IL-2 act: activators of IL-2; IL-2 activation reporter assay, cell-based qHTS; stimulated with anti-CD3/CD4/CD28 beads; in transgenic mouse T cells; activation, % (series mostly up to about 46 µM); 360,000 tested, 0.065% active; AID 652025; in the data active means activation above about 50%; inconclusive means mostly about 30% to 49%; further: 0% is about no effect
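EGFP and DsRed fluorescence is measured by plate cytometry in unstimulated transgenic mouse T cells exposed to compound for 60 minutes, then stimulated 18 hours at 37 degrees C with anti-CD3/anti-CD4 beads plus anti-CD28.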
* = called active by the depositor; i = inactive; u = inconclusive; x = no result given; [ ] = another dose, or the depositor's remark. Unless noted, the call rests on the fitted dose curve; in most records, active means well fitted curve in the direction sought with a large enough effect; inconclusive means small, poorly fitted or top-dose-only effect, or another doubt; inactive means no such curve, though single readings can be large; an effect the other way counts as inactive or inconclusive.

SMILES | EPAC2 ag | TGFb SMAD3 inh | Nrf2 activator | HepG2 tox | S2 tox | Nrf2 block | A549 viability | ATXN2 expr inh | IL-2 act
Cc1cccc(C(=O)Nc2cc3c(cc2N2CCCCC2)n(C)c(=O)c(=O)n3C)c1 | x | -1% | -0.5% | -21% | i | 8% | -5% | 10% | x
COC(=O)c1ccccc1NC(=S)N1CCN(c2ccc(OC)cc2)CC1 | 19% | -3% | -0.1% | 25% | i | u | -1% | x | 1.8
Cc1ccc(C(c2sc3nc(C)nn3c2O)N2CC(C)OC(C)C2)cc1 (stereo not given) | -14% | -5% | -1.0% | 3% | i | 4% | 4% | -12% | 3.6
Cc1ccc(C(=O)CC(c2cccs2)S(=O)(=O)c2ccc(C)cc2)cc1 (stereo not given) | 8% | u | 4.0% | -1% | i | 7% | 3% | 37%[activator] | 0.9
O=C(NCCOC(=O)c1ccc([N+](=O)[O-])cc1)c1cccnc1 | -4% | 1% | 0.2%[9.22 µM] | 6% | i | 6% | 0% | 3% | -0.7
COc1ccccc1C(c1c(O)cc(C)n(Cc2ccco2)c1=O)N1CCCCC1 (stereo not given) | x | 0% | -0.9% | -9% | x | x | 0% | x | x
COc1ccc(CCNC(=O)COC(=O)c2cncc(Br)c2)cc1OC | -3% | -21% | -1.0% | -21% | i | 3% | 2% | x | 0.0
O=C(NCc1cccc(Br)c1)c1cc(-c2ccccc2)nn1CC1CC(c2cccc([N+](=O)[O-])c2)=NO1 (stereo not given) | 3% | -5% | 0.4% | -3% | i | 6% | 7% | -2% | 0.0
Cc1c(C(=O)OC2CCC(C)CC2)[nH]c2c1C(=O)CC(c1ccccc1Cl)C2 (stereo not given) | x | -4% | 0.5% | -5% | x | 3% | 2% | x | x
COc1ccc(Oc2coc3cc(OC(=O)c4cccs4)ccc3c2=O)cc1 | 14% | -23% | 0.0% | 8% | i | x | -7% | 11% | 0.4
C=CCn1c(O)c(N=NC(=O)CNC(=O)Cc2ccccc2)c2ccccc21 | 3% | 1% | -0.7% | 6% | i | 6% | -3% | -1% | -2.2
O=C(COC(=O)Cn1nnc(-c2ccccc2)n1)Nc1ccccc1Br | -1% | -2% | -0.2% | -7% | i | 2% | -5% | 9% | -0.2
c1ccc(-c2ccccc2OCCCCn2ccnc2)cc1 | 16% | 0% | -0.4% | -33% | i | u | 6% | -15% | 0.2
Cc1ccc2nc(-c3ccc(NC(=O)CNC4CC4)cc3)sc2c1 | -7% | -19% | 3.4% | -50% | i | u | -1% | 23% | -0.5
C[C@H]1CN([C@@H](C)CO)C(=O)c2cc(C3=CCCC3)cnc2O[C@@H]1CN(C)C(=O)c1ccncc1 | 5% | 3% | 3.6% | -28% | i | x | x | -10% | -4.1
CC(=O)NN1C(=O)c2ccccc2NC1c1ccc(N(C)C)cc1 (stereo not given) | 10% | -12% | -0.1% | -12% | i | -8% | 1% | 60%[activator] | -1.6
Cc1ccc(NC(=O)CSC2=NCCN2)cc1 | 4% | 10% | 12% | -22% | i | 9% | 0% | 14% | -3.1
Cc1ccc2c(CNC3CCCCC3)c(C(=O)O)n(Cc3ccc(F)cc3)c2c1 | x | 2% | 0.0% | 0% | u | 17% | -21% | 3% | x
Cc1onc(-c2ccccc2Cl)c1C(=O)N1CCC(C)CC1 | 2% | u | -0.8% | -3% | u | -10% | -11% | -6% | -3.0
COc1ccc(OC)c(/C=C/C(=O)N2CCN(S(=O)(=O)c3ccc(C)cc3C)CC2)c1 | 7% | u | 3.6% | 1% | u | u | -16% | -31% | -3.4
COC(=O)C1CCN(c2ccc([N+](=O)[O-])cc2[N+](=O)[O-])CC1 | 4% | -3% | -0.4% | -2% | u | -21% | u | x | 0.6
COc1cc(-c2nc(-c3cccnc3)no2)cc(OC)c1OC | -2% | 11% | 0.0% | -2% | i | -7% | 0% | 5% | 0.6
CCOC(=O)c1c(NC(=O)COC(=O)c2ccc([N+](=O)[O-])cc2)sc(C(=O)N(C)C)c1C | -10% | 0% | -0.3% | 0% | i | -17% | -6% | 2% | -4.9
O=C(CCc1ccccc1)Nc1ccc(F)c([N+](=O)[O-])c1 | 1% | -18% | 22% | 4% | i | 1% | -8% | -18% | 2.4
O=C(COc1cccnc1[N+](=O)[O-])Nc1cccc(S(=O)(=O)N2CCCCC2)c1 | 14% | -11% | 4.0% | -7% | u | 6% | 10% | -3% | -0.8
CCc1ccccc1NC(=O)NNC(=O)CCc1ccccc1 | 7% | -14% | -1.0% | -3% | i | 3% | 0% | 0% | -4.3
Cn1nc(C(F)(F)F)c(-c2ccccc2)c1NC(=O)CSCC(=O)O | 7% | -1% | -0.1% | -15% | i | -11% | -1% | -8% | -0.8
COc1ccc(-c2nc(N3CCCC3)[nH]c(=O)c2C#N)cc1 | 3% | -11% | -0.1% | -1% | i | -24% | -2% | 0% | -1.3
CC(C)Oc1cccc(C(=O)Nc2nnc([C@@H]3C[C@H](O)[C@@H](CO)O3)s2)c1 | 5% | 2% | 4.3% | 9% | i | x | x | 8% | -0.2
CC(C)c1ccc(NC(=O)NC2CCN(CC(=O)Nc3cccc4ccccc34)CC2)cc1 | -10% | 24% | 0.0% | 11% | u | -7% | -1% | -13% | -0.7

8 entries from above, as tab-separated lines:
canonical_smiles	EPAC2 ag	TGFb SMAD3 inh	Nrf2 activator	HepG2 tox	S2 tox	Nrf2 block	A549 viability	ATXN2 expr inh	IL-2 act
COc1ccc(OC)c(/C=C/C(=O)N2CCN(S(=O)(=O)c3ccc(C)cc3C)CC2)c1	7%	u	3.6%	1%	u	u	-16%	-31%	-3.4
COC(=O)C1CCN(c2ccc([N+](=O)[O-])cc2[N+](=O)[O-])CC1	4%	-3%	-0.4%	-2%	u	-21%	u	x	0.6
COc1cc(-c2nc(-c3cccnc3)no2)cc(OC)c1OC	-2%	11%	0.0%	-2%	i	-7%	0%	5%	0.6
CCOC(=O)c1c(NC(=O)COC(=O)c2ccc([N+](=O)[O-])cc2)sc(C(=O)N(C)C)c1C	-10%	0%	-0.3%	0%	i	-17%	-6%	2%	-4.9
O=C(CCc1ccccc1)Nc1ccc(F)c([N+](=O)[O-])c1	1%	-18%	22%	4%	i	1%	-8%	-18%	2.4
O=C(COc1cccnc1[N+](=O)[O-])Nc1cccc(S(=O)(=O)N2CCCCC2)c1	14%	-11%	4.0%	-7%	u	6%	10%	-3%	-0.8
CCc1ccccc1NC(=O)NNC(=O)CCc1ccccc1	7%	-14%	-1.0%	-3%	i	3%	0%	0%	-4.3
Cn1nc(C(F)(F)F)c(-c2ccccc2)c1NC(=O)CSCC(=O)O	7%	-1%	-0.1%	-15%	i	-11%	-1%	-8%	-0.8

Next part.
SMILES | EPAC2 ag | TGFb SMAD3 inh | Nrf2 activator | HepG2 tox | S2 tox | Nrf2 block | A549 viability | ATXN2 expr inh | IL-2 act
O=C(O)C(O)C(O)c1nc2ccccc2[nH]1 (stereo not given) | 12% | -2% | -0.8% | -5% | i | 4% | -5% | -7% | 0.0
COc1ccc(S(=O)(=O)N2CCC(C(=O)N3CCN(C)CC3)CC2)cc1OC | 2% | 2% | -0.1% | 5% | i | 11% | -2% | 3% | -1.3
Cc1ccc(S(=O)(=O)N(CCO)Cc2cc3ccc(C)c(C)c3[nH]c2=O)cc1 | 4% | 0% | 2.3% | -22% | i | x | 3% | -5% | -1.6
COc1ccc2nc3oc(C(=O)N4CCN(c5cccc(Cl)c5)CC4)cc3cc2c1 | -2% | 15% | 0.1% | 9% | i | 3% | -11% | -6% | 1.1
CN(C)c1cccc(C(=O)N/N=C/c2ccoc2)c1 | -4% | 6% | -0.9% | 3% | i | 28% | 2% | 11% | -1.4
CC(C)(C)NC(=O)C[C@H]1C[C@H](C(=O)N2CCCCC2)[C@@]2(CCc3ccccc3)c3[nH]c4cc(-c5ccco5)ccc4c3CCN2C1=O | -7% | u | 7.4% | -22% | u | u | -11% | -31% | 0.2
COc1ccc(C2OCC(C)([N+](=O)[O-])CO2)cc1 (stereo not given) | 4% | 1% | 0.0% | -10% | i | 5% | -6% | 24% | -0.1
CCS(=O)(=O)c1nc(S(=O)(=O)c2ccc(Cl)cc2)c(N2CCC(O)CC2)s1 | 9% | -15% | u | -1% | i | -20% | -11% | 9% | -0.5
CCC(C)C(NC(=O)OCc1ccccc1)C(=O)NC(Cc1ccc(O)cc1)C(=O)OC (stereo not given) | 5% | 9% | 0.2% | -35% | i | -2% | 1% | -9% | 1.0
Nc1nonc1-c1noc(CCCN2C(=O)c3ccccc3C2=O)n1 | 3% | 0% | 0.2% | -4% | i | u | 0% | 45%[activator] | -2.0
CCN(Cc1cc2cc(C)ccc2[nH]c1=O)C(=O)c1cccc([N+](=O)[O-])c1 | 1% | u | 0.5% | -36% | i | 13% | 10% | x | -0.5
O=C(NCCO)C(=O)NCC1OCCCN1S(=O)(=O)c1cccs1 (stereo not given) | -7% | 13% | -0.5% | 1% | i | 0% | 3% | 1% | -0.2
NC(=O)c1cc2cc([N+](=O)[O-])ccc2oc1=O | 2% | -1% | 9.6% | 3% | u | -16% | u | x | -0.4
CCOC(=O)Cc1csc(NS(C)(=O)=O)n1 | 9% | -9% | -0.7% | -22% | i | u | 2% | 5% | -4.9
